PRMT1 FP inh – PRMT1 (human) inhibition, primary screen. Q99873. recombinant PRMT1, activity-based probe fluorescence polarization. inhibition, % at 2.79 µM. 370,000 compounds, 1.3% hits. AID 652257;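 active = inhibition above about 21% made by adding two undisclosed values, limit read from the data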
Target sequence (Q99873 whole entry, looked up): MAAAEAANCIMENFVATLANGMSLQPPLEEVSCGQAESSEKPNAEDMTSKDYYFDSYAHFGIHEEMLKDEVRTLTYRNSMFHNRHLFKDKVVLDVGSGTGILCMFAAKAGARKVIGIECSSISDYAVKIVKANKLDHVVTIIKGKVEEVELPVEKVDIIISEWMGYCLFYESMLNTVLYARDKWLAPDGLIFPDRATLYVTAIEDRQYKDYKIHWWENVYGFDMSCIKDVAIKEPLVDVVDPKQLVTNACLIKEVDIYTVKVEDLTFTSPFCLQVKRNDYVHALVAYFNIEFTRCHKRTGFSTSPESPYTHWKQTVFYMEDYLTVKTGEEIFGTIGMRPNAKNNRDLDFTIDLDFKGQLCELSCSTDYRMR
TCR CD3 inh – inhibitors of human TCR-CD3 interaction; inhibition, % at 9.4 µM; TAMRA-labeled TCR probe fluorescence, biochemical; 360,000 compounds, 0.37% hits; in the data active = inhibition above about 19%;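 also: recombinant mutant TCR 2C K166C tagged with TAMRA read by polarization; 0% = receptor in buffer alone and 100% = receptor with positive control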
LEDGF integ inh – blocks HIV-1 LEDGF/p75-dependent DNA integration; TR-FRET IN-LEDGF/p75 DNA integration, Eu/Cy5; inhibition, % at 3.7 µM; 370,000 compounds, 0.64% hits; AID 743269;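 active = inhibition above the screen-wide mean plus 3 SD, cut at about 13% in these data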;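 also: signal is the Cy5 over europium emission ratio at 671 and 618 nm; 0% = plate median of compound wells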
ABHD4 inh – inhibits mouse alpha/beta hydrolase domain 4; inhibition, % at 8.92 µM; purified mABHD4, FP-Rh probe fluorescence polarization; Q8VD66; AID 720543; 370,000 compounds, 0.54% hits;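 active = inhibition exceeding the mean over every tested compound plus 3 SD, cut at about 30% in these data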;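 also: 0% = plate median of compound wells and 100% = S159A mutant with DMSO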
Target sequence (Q8VD66 whole entry, looked up, the tested form may be a part): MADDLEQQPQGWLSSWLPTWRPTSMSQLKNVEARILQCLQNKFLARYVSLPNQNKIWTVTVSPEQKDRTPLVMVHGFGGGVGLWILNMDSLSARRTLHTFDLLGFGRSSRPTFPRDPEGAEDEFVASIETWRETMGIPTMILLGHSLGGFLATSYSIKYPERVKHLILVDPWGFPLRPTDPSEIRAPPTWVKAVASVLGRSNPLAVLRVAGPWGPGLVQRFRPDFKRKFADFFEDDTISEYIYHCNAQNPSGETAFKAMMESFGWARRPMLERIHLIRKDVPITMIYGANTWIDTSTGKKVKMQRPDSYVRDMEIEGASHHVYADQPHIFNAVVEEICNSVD
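assay system = mABHD4 protein | compound dosing = single nominal dose of 8.92 µM, 0.89% DMSO final | read-out basis = percent inhibition of probe binding, normalized to plate controls | schedule = Enzyme–compound pre-incubation 45 min, then probe 60 min, both 25 °C | detection = fluorescence polarization, excitation 525 nm, emission 598 nm, BODIPY TMR filters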
TDP2 absorb – TDP2 (human) inhibition, absorbance primary screen | O95551 | recombinant TDP2, T5PNP hydrolysis, p-nitrophenol absorbance 415 nm | inhibition, % at 12.8 µM | 370,000 compounds, 0.34% hits;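 active = inhibition above the mean of all tested compounds plus 3 SD, set per campaign, cut at about 25% in these data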;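 also: 0% = DMSO with enzyme and 100% = buffer with substrate but no TDP2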
Target sequence (O95551 whole entry, looked up): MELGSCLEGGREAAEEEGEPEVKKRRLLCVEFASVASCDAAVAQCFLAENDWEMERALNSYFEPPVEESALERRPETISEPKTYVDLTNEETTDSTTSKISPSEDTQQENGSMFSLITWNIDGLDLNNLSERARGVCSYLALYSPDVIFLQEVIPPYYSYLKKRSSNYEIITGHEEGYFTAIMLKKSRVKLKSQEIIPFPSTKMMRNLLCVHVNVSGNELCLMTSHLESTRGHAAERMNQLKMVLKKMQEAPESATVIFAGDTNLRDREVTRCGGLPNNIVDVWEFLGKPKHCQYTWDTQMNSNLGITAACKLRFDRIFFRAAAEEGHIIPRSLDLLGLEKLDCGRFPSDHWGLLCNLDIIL
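System – recombinant human TDP2 · Amount – 120 nM TDP2 per well · Buffer or medium – Mg2+-containing Tris-HCl buffer, pH 7.5 · Reagent – T5PNP substrate, 5 mM · Dosing – 12.8 µM single point, 1% DMSO · Incubation – 2 h at 37 °C · Measured by – epi absorbance · Read-out basis – percent inhibition · Benchmarks – high control without enzyme, low control DMSO plus TDP2 · Repeats – singlicate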
UHRF1 MBD2 ctr – UHRF1 methyl-DNA binding inhibition; Q96T88; UHRF1 binding to methylated oligo, TR-FRET; inhibition, % at 4.4 µM; 370,000 compounds, 0.75% hits; AID 687016; in the data active = inhibition above about 21%;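 also: UHRF1 SRA domain binding a hemimethylated CpG hairpin DNA probe; 0% = median of test compound wells and 100% = reference inhibitor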
HTRA1 inhibitor – blocks human HTRA1 serine peptidase | Q92743 | recombinant HTRA1, FP-rhodamine activity-based probe, fluorescence polarization | inhibition, % at 5.96 µM | 340,000 compounds, 0.5% hits | AID 504803; in the data active = inhibition above about 36%;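 also: 0% = enzyme with DMSO and 100% = wells lacking enzyme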
PG9 binder – small molecules binding HIV-1 gp120 antibody PG9; 360,000 compounds, 0.43% hits; inhibition, % at 6.7 µM; TR-FRET gp120-PG9 antibody binding; in the data active = inhibition above about 8.5%
Tn7 DDE FP – inhibitors of Tn7 peptide binding to human fibrin DD(E); 370,000 compounds, 0.13% hits; AID 720508; P02675; FP displacement of FITC-Tn7 peptide from fibrin DD(E); 0% = median of compound wells per plate; inhibition, % at 8.3 µM;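 active = inhibition above the mean of compounds falling within the control limits plus 3 SD of them, cut at about 14% in these data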;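 also: 0% = plate median of compound wells and 100% = 10 µM Aha-Tn7 peptide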
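System: human fibrin DD(E); quantity: Fibrin-DD(E) at 2 µM final; also added: fluorescent Tn7 probe at 0.1 µM; compound dosing: single nominal test concentration of 8.3 µM per compound; schedule: 10 min preincubation, 3 h with tracer, room temperature; detection: fluorescence polarization of the labelled Tn7 tracer; repeats: one replicate per compound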
SIAE primary – human SIAE inhibition, primary screen; Q9HAT2; SIAE FP-Rh probe binding, fluorescence polarization; inhibition, % at 9.66 µM; 370,000 compounds, 0.69% hits;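 active = inhibition above a cutoff: mean of compounds within the control limits plus 3 SD of those, cut at about 17% in these data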;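 also: 0% = plate median of compound wells and 100% = probe without SIAE protein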
Starred values were filed as active, the others as inactive; . = no result given; & = joins results of further samples. Not a hit list; about 4.2% have a hit in one of these screens.

SMILES	PRMT1 FP inh	TCR CD3 inh	LEDGF integ inh	ABHD4 inh	TDP2 absorb	UHRF1 MBD2 ctr	HTRA1 inhibitor	PG9 binder	Tn7 DDE FP	SIAE primary
Cc1noc(C)c1C(=O)N1CCC1(C)C(=O)NS(=O)(=O)c1cccc(F)c1 (configuration not stated)	4	-5	-2	0	2	1	.	0.5	0	-2
COc1cc(C(O)c2nc(-c3cccc(F)c3)cs2)ccc1F (configuration not stated)	4	-2	2	-29	4	2	.	1.5	6	-5
CC(C)(C)CN1CCN(CCCc2ccccc2)C(CCO)C1 (configuration not stated)	2	0	1	0	-4	-1	5	-2.5	2	4
CCCCCCSc1cccc(-c2nc3ccc(Cl)cn3c2NCCCC)c1	0&6	-2&-5	0&-1	3&1	4&5	0&0	-2	-1.1&-0.7	2&4	-3&5
Cc1cc(C)c(S(=O)(=O)CCC(C)C)c(=O)[nH]1	6	-7	-2	7	9	-1	-1	2.2	2	-3
Cc1ccc(S(=O)(=O)N2CCOCC2)cc1NC(=O)COC(=O)c1ccc2c(c1)OCCO2	2	0	-8	4	-5	3	-20	-1.1	9	-4
COc1ccc(NC(=O)CCN2CCC(C)CC2)cc1	-3	6	2	1	17	0	6	-0.5	-2	4
COc1ccc(-c2oc3cc(OC)c(O)c(OC)c3c(=O)c2OC)cc1O	-2	-2	-2	13	1	-1	-8	-1.6	-1	3
O=C1C2CCCCC2C(=O)N1c1ccc(S(=O)(=O)Nc2ncccn2)cc1 (configuration not stated)	-1	4	1	8	7	-1	-5	-0.9	-5	-7
O=C(CC1NC2CCCCC2NC1=O)Nc1cccc(C(F)(F)F)c1 (configuration not stated)	-1	5	0	-8	1	-2	-4	-0.7	0	-4
Cc1ccc(C)c(N(CC(=O)NCc2ccco2)C(=O)CNS(=O)(=O)c2ccccc2)c1	-2	-4	-3	1	-7	2	12	0.7	-2	-2
Cc1nn(CC(=O)Nc2cc(S(=O)(=O)N(C)C)ccc2Cl)c(C)c1[N+](=O)[O-]	-2	4	1	4	2	-3	4	-0.6	-1	2
O=C(NC(Cc1ccccc1)C(=O)N1CCc2ccccc2C1)c1ccccc1 (configuration not stated)	2	-11	-5	-1	-9	4	-13	-1.8	0	-3
CCOc1ccc(NC(=O)/C(C#N)=C\c2ccc(N3CCCC3)c(C)c2)cc1	2	2	-2	-1	15	-1	4	-7.1	-7	-4
Nc1[nH]c(C(=O)c2ccc(Br)cc2)c(-c2ccc(Cl)cc2[N+](=O)[O-])c1C(=O)NCCc1c[nH]c2ccccc12	2	14	-2	40*	-6	-3	.	0.6	-2	20*
CC1CCCN(C(=O)CNC(=O)Cn2ccc3ccccc3c2=O)C1 (configuration not stated)	1	-2	-2	-3	2	3	2	-0.1	5	-4
COc1cccc(N2CCN(S(=O)(=O)c3c(C)[nH]c(C)c3C(=O)N3CCCC3)CC2)c1	-1	10	-1	7	0	-1	0	-0.3	-1	9
COc1cc(C(=O)COC(=O)CNC(=O)C2CCCCC2)cc(OC)c1OC	2	-4	-2	-1	-10	4	-2	0.6	5	5
C[C@@H](NC(=O)c1[nH]cnc1C(=O)Nc1ccccc1F)c1ccccc1	1	3	2	-31	1	-2	-27	0.2	3	-5
Cn1cc(Cl)c(C(=O)N(Cc2ccccc2)c2ccccn2)n1	-3	0	3	3	-8	2	3	0.4	-8	-3
COC(=O)c1ccc(NC(=O)C2CC2)o1	0	-8	-1	-2	1	2	-3	1.1	-4	-7
CC1=C(C(=O)OCc2ccccc2)C(c2ccsc2)C(C#N)=C(N)O1 (configuration not stated)	4	-2	-2	4	5	1	4	-1.1	5	3
CCOc1ccccc1N1CCN(C(=S)NCc2ccccc2)CC1	1	-6	0	-7	-10	2	2	-2.6	-4	-3
CCOC(=O)C1=C(COC(=O)c2ccc(C)c(S(=O)(=O)N3CCOCC3)c2)NC(=O)NC1C (configuration not stated)	-2	-5	3	-5	3	-1	-1	-1.0	-4	-2
O=C(CCCc1ccccc1)Nc1nnc(C(F)(F)F)s1	3	0	-3	-7	-4	2	-4	-1.4	-1	0
C=CCc1ccc(OC(=O)c2ccccc2)c(OC)c1	2	0	-5	0	4	-2	-5	1.7	2	-6
COc1cccc(NC(=O)NC2CCCCCCC2)c1	-5	4	4	-18	-14	-1	-18	-0.7	-2	-9
COc1cccc(CNC(=O)c2ccc(CS(=O)c3ccccc3)o2)c1 (configuration not stated)	-8	0	1	0	0	-1	-5	-1.3	-7	3
Cc1c(C(=O)Nc2nc3ccccc3[nH]2)oc2c(Cl)cccc12	1	2	3	0	15	-1	-13	-2.2	2	-10
CC1=C(C(=O)N2CCCCCC2)CC(CC(=O)NC2CCCCC2)C(=O)N1CCC1=CCCCC1 (configuration not stated)	-1	1	0	-1	-5	-1	.	1.4	1	0
Cc1ccc(C(F)(F)F)cc1NC(N)=S	-1	6	-1	-1	-2	1	0	0.1	4	0
O=C(NCc1ccccc1)c1onc(CS(=O)(=O)c2ccccn2)c1C(=O)NCc1ccccc1	2	-7	0	-1	-1	0	-15	1.4	5	2
CCOC(=O)N1CCN(c2cc(C)c(C(C)=O)cc2F)CC1	-1	-3	-1	5	-3	5	-4	1.5	3	-4
O=C1C=CC(=O)N1c1cccc2cccnc12	1	6	3	8	-6	2	9	3.1	-6	0
COc1ccccc1C(CNc1ncnc2sc(C)c(C)c12)N(C)C (configuration not stated)	-1	2	2	-9	-5	-1	-5	-1.8	-2	-4
COC(=O)[C@@]12C[C@@H](CC(=O)NCc3cccc(C(F)(F)F)c3)C(=O)N(Cc3ccc4c(c3)OCO4)C1=CCC(C)(C)C2	5	-2	-1	-10	2	0	.	-0.1	-2	-4
O=C(Nc1ccc2nc(-c3cccnc3)[nH]c2c1)c1ccccc1F	3	-12	3	-8	-2	-1	-6	0.7	2	-2
OCC1(Cc2ccccc2)CCCN(Cc2ccc3c(c2)OCCO3)C1 (configuration not stated)	6	-2	-1	2	2	2	-1	0.6	7	-10
CN(N=Nc1nc[nH]c1C(N)=O)C1CCCCC1	3	-6	-1	2	-5	-2	.	-2.8	-5	6
O=C(C(Cl)c1ccccc1)N1CCOCC1 (configuration not stated)	1	6	-2	3	-16	-1	-2	-1.2	1	1
CC(C)CCNC(=O)CN(Cc1ccc2c(c1)OCO2)C(=O)Cn1nnc(-c2cccs2)n1	-2	8	-2	3	-8	-2	-17	-1.6	7	-2
CCN(C[C@H]1N[C@@](Cc2ccccc2)(C(=O)OC)[C@H]2C(=O)N(Cc3ccccc3)C(=O)[C@@H]12)S(=O)(=O)c1ccc(OC)cc1	1	-1	0	-8	-1	0	-14	-1.1	10	-2
COCCN1Cc2cc(C(=O)OC)c3c(c2C1=O)c1cc(OC)ccc1n3C(=O)c1ccccc1	2	-2	1	-6	-2	1	.	0.0	1	-16
CCC1CCCCN1C(=O)N[C@@H](CCSC)C(=O)OC (some centres not stated)	0	2	-4	-1	14	-1	0	0.8	3	0
C[C@H](NC(=O)CCn1nnc2ccccc2c1=O)C(=O)O	1	11	4	2	14	-1	9	1.0	-9	3
CCOC(=O)c1cc(=O)n2nc(-c3ccc(C)cc3)nc2s1	-3	3	0	0	-8	0	5	1.9	3	-2
CCOc1ccc(C(=O)Oc2cc(C)[nH]c(=O)c2[N+](=O)[O-])cc1OCC	2	-2	3	1	-23	2	-1	3.4	-6	-1
Cn1c(=O)cc(OCCCC(=O)N2CCN(Cc3ccc4c(c3)OCO4)CC2)c2ccccc21	-2	7	3	3	8	-2	-3	-1.3	-4	2
COc1cccc(CCNC(=O)CCc2nc(-c3ccccc3F)no2)c1	3	.	0	0	-4	1	.	.	6	-2
C=CCOc1ccc(C2c3c(oc4ccccc4c3=O)C(=O)N2CCCN2CCOCC2)cc1 (configuration not stated)	5	0	-2	2	9	-1	-9	0.4	-5	-5

2 entries from above in a different format:
SMILES | PRMT1 FP inh | TCR CD3 inh | LEDGF integ inh | ABHD4 inh | TDP2 absorb | UHRF1 MBD2 ctr | HTRA1 inhibitor | PG9 binder | Tn7 DDE FP | SIAE primary
CCN(C[C@H]1N[C@@](Cc2ccccc2)(C(=O)OC)[C@H]2C(=O)N(Cc3ccccc3)C(=O)[C@@H]12)S(=O)(=O)c1ccc(OC)cc1 | 1 | -1 | 0 | -8 | -1 | 0 | -14 | -1.1 | 10 | -2
CCOC(=O)c1cc(=O)n2nc(-c3ccc(C)cc3)nc2s1 | -3 | 3 | 0 | 0 | -8 | 0 | 5 | 1.9 | 3 | -2

(more compounds)
SMILES	PRMT1 FP inh	TCR CD3 inh	LEDGF integ inh	ABHD4 inh	TDP2 absorb	UHRF1 MBD2 ctr	HTRA1 inhibitor	PG9 binder	Tn7 DDE FP	SIAE primary
COc1ccc(C(=O)Nc2cnc3ccccn3c2=O)cc1	-5	4	-1	-4	-14	-2	0	-2.9	0	0
Cc1cc(C(=O)N/N=C/C=C/c2ccc3c(c2)OCO3)n[nH]1	0	4	-1	-3	-14	-4	2	-8.1	-7	-4
CCCOc1ccc(F)cc1-c1cc(C(=O)NCc2cc(OC)cc(OC)c2)[nH]n1	0	5	1	-46	4	-2	.	-1.2	3	-22
CCOc1ccc(NS(=O)(=O)c2ccc(C(=O)NCc3cccnc3)cc2)cc1	-3	2	-3	-4	-7	-1	-4	-2.1	5	-3
CCCS(=O)(=O)N1CCC(C(=O)N2CCN(Cc3ccccc3)CC2)CC1	1	4	0	-3	-10	1	1	0.1	2	1
CC1CCCN(CCCNC(=O)c2ccc(CS(=O)(=O)c3c(Cl)cccc3Cl)o2)C1 (configuration not stated)	3	-8	-1	-4	-12	-1	-1	1.0	2	5
COc1cc(NC(=O)Nc2nnc([C@H]3C[C@H](O)[C@@H](CO)O3)s2)cc(OC)c1	0	4	-3	3	-3	1	.	-0.9	0	-3
CCc1nnc(N/N=C/c2ccccc2Cl)n1N	5	-3	46*	7	61*	9	3	-1.4	6	3
COc1cc(/C=N/n2cnn(Cc3ccccc3Cl)c2=S)cc(OC)c1OC	-1	2	0	-2	0	-3	.	0.8	-1	-1
CC(=O)Nc1c(O)nc(SCC(=O)N2CCN(c3ccc(F)cc3)CC2)[nH]c1=O	4	3	7	2	-1	6	0	-0.6	-4	2
CCOC(=O)c1c(NC(=O)CC2Sc3ccc(C(F)(F)F)cc3NC2=O)sc(C)c1C (configuration not stated)	-3	-2	1	0	7	0	2	3.3	3	11
COc1ccc(C2C(C#N)=C(N)OC3=C2C(=O)CC(C)(C)C3)c(OC)c1OC (configuration not stated)	3	-7	-7	2	2	-2	0	-0.2	0	3
COc1cc(COCC(O)CN2CCc3ccccc3C2)cc(OC)c1OC (configuration not stated)	-2	6	2	-5	-11	0	7	-2.9	1	5
